# Source: PubChem (National Center for Advancing Translational Sciences (NCATS))
# aGal spleen mod: inhibits or activates alpha-galactosidase in human spleen homogenate | P06280 | human spleen homogenate, 4MU-alpha-Gal fluorescence, 40 min | Potency, µM (doses to about 80 µM), for the others: at the top dose activity change, negative = inhibition, hits mostly inhibitors | 240,000 compounds, 0.008% hits | AID 2107;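 further: potency means the concentration at half of the fitted maximal effect; 0% = enzyme with vehicle and -100% = no enzyme basal signal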
# Target sequence (P06280 32-429 limits assumed): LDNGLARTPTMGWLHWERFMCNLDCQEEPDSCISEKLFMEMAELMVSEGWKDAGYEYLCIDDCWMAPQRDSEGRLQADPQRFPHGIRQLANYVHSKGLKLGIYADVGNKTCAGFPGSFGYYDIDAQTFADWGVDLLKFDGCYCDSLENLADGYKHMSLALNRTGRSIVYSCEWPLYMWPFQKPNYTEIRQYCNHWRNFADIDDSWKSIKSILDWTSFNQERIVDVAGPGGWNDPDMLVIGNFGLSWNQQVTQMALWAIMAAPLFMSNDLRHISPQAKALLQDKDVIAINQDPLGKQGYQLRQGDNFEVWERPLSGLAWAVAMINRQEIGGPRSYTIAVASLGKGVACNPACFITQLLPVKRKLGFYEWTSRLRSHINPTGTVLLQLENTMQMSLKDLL
#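 Fluorogenic readout (Ex 365/Em 440 nm) of 4-methylumbelliferone released from 1 mM 4-MU-alpha-galactoside by spleen homogenate, 40 min at 37C, pH 5.0. Data normalized to no-enzyme and enzyme controls; Hill-equation AC50 from compound titrations.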
# Epigenetic derep: derepresses silenced GFP reporter in murine cells. 280,000 compounds, 0.2% hits. Potency, µM (top dose mostly 53.9 µM), for inactives: top-dose GFP activation, actives largely listed as activators. murine LDR cells, GFP reporter derepression, 30 h; further: potency means the concentration at half of the fitted maximal effect; % of control where 0% means no effect; nearly all actives have a fitted effect of over 60% in size
#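 Murine LDR cells bearing a silenced CMV-driven GFP reporter were exposed to compound for 30 h at 37 C. After PBS washes, GFP-positive cells (20-120 um objects) counted by laser-scanning microplate cytometry.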
# NPSR antag: neuropeptide S receptor (human) antagonism, cAMP. CHO-NPSR cells, cAMP TR-FRET, antagonist mode. 220,000 compounds, 1% hits. Potency, µM (titrated, usually from 38.3 µM), inactives show at the highest dose activity change, negative = inhibition, usual class: inhibitors; further: potency means the concentration at half of the fitted maximal effect; on the % scale 0 is the no-effect control and ±100 the full control effect; nearly all actives have a fitted effect of over 50% in size; many of its hits are not listed in these tables
# CBFb-RUNX1 inh: inhibitors of human CBF-beta and RUNX1 interaction. Q01196+Q13951. AlphaScreen CBFb-His/RUNX1-biotin binding, biochemical. Potency, µM (highest dose often 59.8 µM), inactives show at the top dose activity, negative = inhibition, actives largely listed as inhibitors. 230,000 tested, under 10 active. AID 1477; further: % of control where 0% means no effect
# Target sequence (Q01196 whole entry, looked up): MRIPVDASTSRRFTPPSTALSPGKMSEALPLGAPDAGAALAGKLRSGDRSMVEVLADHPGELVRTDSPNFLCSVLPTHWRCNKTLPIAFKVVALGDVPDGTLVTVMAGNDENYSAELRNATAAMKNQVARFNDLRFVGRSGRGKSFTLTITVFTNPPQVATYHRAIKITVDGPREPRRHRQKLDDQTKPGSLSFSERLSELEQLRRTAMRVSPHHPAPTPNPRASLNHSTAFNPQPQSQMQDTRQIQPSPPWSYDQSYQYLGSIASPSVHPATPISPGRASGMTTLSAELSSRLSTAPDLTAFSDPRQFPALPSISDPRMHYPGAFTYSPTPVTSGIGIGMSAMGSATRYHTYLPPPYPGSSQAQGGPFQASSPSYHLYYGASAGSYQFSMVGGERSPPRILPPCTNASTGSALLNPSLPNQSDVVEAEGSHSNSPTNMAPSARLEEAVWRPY
# Target sequence (Q13951 whole entry, looked up): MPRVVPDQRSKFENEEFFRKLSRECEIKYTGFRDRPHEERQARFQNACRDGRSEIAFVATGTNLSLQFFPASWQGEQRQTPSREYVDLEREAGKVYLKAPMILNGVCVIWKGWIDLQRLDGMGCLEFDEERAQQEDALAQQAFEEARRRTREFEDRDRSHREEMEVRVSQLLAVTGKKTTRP
#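 Interaction loss through any mechanism counts as activity. Pre-formed complex of His-CBF-beta and biotin-RUNX1 (30 nM apiece) is incubated with compound 15 min, then with 50 ng nickel and 50 ng streptavidin beads for 90 min before AlphaScreen detection.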
# Lamin A splicing: changes lamin A minigene splicing in HeLa cells; 200,000 compounds, 0.01% hits; AID 1487; HeLa LMNA splicing GFP/RFP minigene ratio, 48 h; Potency, µM (top dose mostly 46.1 µM), inactives show at the top dose ratio change, negative = inhibition, most hits filed as inhibitors; active means well fitted inhibition curve with a large enough effect in the signal ratio, with a control signal flat, not every such curve was filed as active; inconclusive means small, poorly fitted or top-dose-only effect, or effect the other way, or a change in a side signal; the % refers to the signal ratio; further: potency means the concentration at half of the fitted maximal effect; on the % scale 0 is the no-effect control and ±100 the full control effect
#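 Read-out is the ratio of GFP to DsRed2 object intensity, acquired by 488 nm laser-scanning cytometry on HeLa lamin A-EGFP minigene reporter cells. Compound incubation 48 hrs at 37 °C in Opti-MEM with 2% FBS; DMSO 0.5% final.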
# KinaseGlo FLuc: blocks Kinase-Glo luciferase, a counter-screen artifact | Kinase-Glo luciferase, ATP luminescence, 8 min | Potency, µM (series often up to 38.3 µM), for the others: top-dose activity change, negative = inhibition, most hits filed as inhibitors | AID 1379 | Q27757 | 200,000 compounds, 0.28% hits; further: potency means the concentration at half of the fitted maximal effect; on the % scale 0 is the no-effect control and ±100 the full control effect; nearly all actives have a fitted effect of over 60% in size
#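 Kinase-Glo luciferase light output from ATP and luciferin was measured with 10 uM ATP, within the enzyme's linear range. Buffer: 50 mM imidazole pH 7.2, 50 mM KCl, 7 mM MgCl2, 0.01% Tween 20, 0.05% BSA; luminescence read after 8 min at ambient temperature.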
# IMPase Li inh: IMPase inhibition in cells with lithium potentiation | Potency, µM (top dose mostly 59.4 µM), inactives show at the highest dose activity, negative = IMPase inhibition, usual class: inhibitors | CHO-M1 cells, IP1 TR-FRET (IP-One), carbachol + lithium | 210,000 compounds, 0.35% hits;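 further: IP1 builds up when IMPase is blocked and the TR-FRET signal falls; potency means the concentration at half of the fitted maximal effect; plate controls were basal vehicle for no effect and high inhibitor control for full effect; nearly all actives have a fitted effect of over 50% in size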
#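 CHO cells stably expressing M1 receptor (2000/well, cultured 16–30 h) treated 30 min at 37C with compound plus low lithium. Cytosolic IP1 by TR-FRET (665/620 ratio and 620 channel) after 10 min lysis; AC50 by Hill fit.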
# * marks the source's active call; other numbers are inactive results; ? = inconclusive; nt = no result given; & = joins results of further samples; [ ] = another dose, or the depositor's remark. Unless noted, the call rests on the fitted dose curve; in most records, active means well fitted curve in the direction sought with a large enough effect; inconclusive means small, poorly fitted or top-dose-only effect, or another doubt; inactive means no such curve, though single readings can be large; an effect the other way counts as inactive or inconclusive. Only part of the results is shown. The share of hits here may be higher or lower than overall.
Compound	Epigenetic derep	NPSR antag	Lamin A splicing	IMPase Li inh	KinaseGlo FLuc	aGal spleen mod	CBFb-RUNX1 inh
Cc1ccc(C)c(NC(=S)/C(=C(\[O-])c2ccc(Cl)s2)[n+]2ccccc2)c1	0.0%	-14%	0%[46 µM]	-1%	-1%	8%	-19%
O=C(NC(=S)Nc1ccccc1F)c1ccc(Br)o1	1.1%	-6%	-8%[46 µM]	8%	4%	4%	-11%
O=C(Nc1ccc(Cc2ccncc2)cc1)C1CCC(N2C(=O)C3CC=CCC3C2=O)CC1 (centres undefined)	-1.0%	1%[46.1 µM]	?	29%[38.3 µM]	1%	7%	-16%
CC(C)c1ccc(/C=C2\NC(=S)N(Cc3cccnc3)C2=O)cc1	2.3%	-4%	nt	-5%	nt	-4%	8%
CC(C)CNS(=O)(=O)c1ccc(CCC(=O)NC2CCCC2)cc1	1.3%	2%	4%[46 µM]	4%	-2%	-3%	3%
O=S(=O)(Oc1ccccc1/C=N/n1cnnc1)c1ccccc1	0.9%[10.1 µM]	7%	-2%[46 µM]	1%	-1%	-2%	1%
CC(C)Cc1nnc(NC(=O)Cc2cccs2)s1	1.6%	8%	?	-8%	-3%	0%	-9%
O=[N+]([O-])c1ccc(N2CCN(c3ccccc3O)CC2)c(Cl)c1	-1.3%	-27%	7%	5%	-7%	8%	2%
CCC(=O)NC(=S)Nc1ccc(OC)cc1OC	0.0%	10%	-1%	-5%	3%	-9%	-5%
CCC1(c2ccccc2)NC(=O)N(CC(=O)Nc2cccc(C#N)c2)C1=O (centres undefined)	-1.0%	-10%[46.1 µM]	-2%	35%[activator][38.3 µM]	0%	8%	9%
O=[N+]([O-])c1ccccc1S(=O)(=O)Oc1ccc(C(=S)N2CCOCC2)cc1	1.0%	-12%	-3%	8%	-2%	-3%	-8%
CCn1c(COc2cccc(C)c2C)nnc1SCC(=O)N1CCN(c2ccc(OC)cc2)CC1	1.1%	-23%[46.1 µM]	?	9%[38.3 µM]	-3%	1%	-9%
CCC(C)Nc1nc2c(c(=O)n(C)c(=O)n2C)n1Cc1cccc(C)c1 (centres undefined)	-1.0%	-10%[46.1 µM]	-13%	-2%	4%	-2%	0%
COc1ccc(C(=O)NC(C)(C)C)cc1S(=O)(=O)N1CCCC1	-2.3%	-6%[46.1 µM]	10%	29%[38.3 µM]	0%	-8%	7%
CC1C(=O)CCCCCCCCCC2C1(N1CCOCC1)CS2(=O)=O (centres undefined)	-1.0%	-7%[46.1 µM]	-8%	-4%	1%	5%	-4%
Cc1ccc(S(=O)(=O)N(C#N)c2nc(C)cc(C)n2)cc1	2.8%	18%[46.1 µM]	5%	21%[38.3 µM]	1%	1%	7%
CC1Cc2ccccc2N1C(=O)CSc1nnnn1C1CCCC1 (centres undefined)	0.0%	-17%[46.1 µM]	15%	4%[38.3 µM]	1%	-11%	3%
N=C1C(c2nc3ccccc3[nH]2)=C(O)CN1NC(=O)COc1cccc(F)c1	1.1%	8%	4%	-6%	-3%	13%	0%
CCN(CC)S(=O)(=O)c1ccc(NC(=O)CCC2CCCCC2)cc1	-2.5%	?	1%	49%[activator][38.3 µM]	15%	-5%	-1%
Cc1cc(Oc2ccccc2)nc(SCC(N)=O)n1	-1.1%	1%[46.1 µM]	11%	7%[38.3 µM]	-1%	7%	10%
CC(=O)NS(=O)(=O)c1cccnc1Nc1cccc(Cl)c1	1.9%	-3%[46.1 µM]	7%	9%[38.3 µM]	-1%	7%	6%
COC(=O)c1ccc(CN(Cc2ccc(C(=O)OC)o2)C(C)(C)C)o1	-0.9%	-2%[46.1 µM]	4%[0.0737 µM]	6%[38.3 µM]	2%	7%	0%
COc1cccc(Nc2nc(-c3ccc(O)cc3)cs2)c1	1.2%	-15%[46.1 µM]	?	29%[38.3 µM]	-2%	-12%	-10%
COC(=O)CN1C(=S)N(c2ccc(OC)cc2)C(=O)/C1=C/c1ccc(OC)cc1	2.4%	19%	nt	4%	-4%	4%	-12%
COc1ccc(NC(=O)C2CC(=O)OC23CCCCC3)cc1 (centres undefined)	0.0%	-7%[46.1 µM]	2%	-3%	1%	-5%	7%
Cc1ccc(/C=N/n2cnc3sc(C)c(C)c3c2=O)o1	-0.2%	-6%	-6%[46 µM]	14%	4%	-1%	-8%
COC(=O)CNC(=O)CSc1nnc(C)c(=O)[nH]1	1.0%	-10%[46.1 µM]	-13%	-4%	0%	-3%	-7%
CCNc1ncc2nc(-c3cc(F)cc(F)c3)c(=O)n(CCC#N)c2n1	nt	nt	9%	-22%	nt	?	nt
CN(CC(=O)Nc1ccc(Cl)cc1)CC(=O)Nc1cc(Cl)ccc1C#N	-1.0%	-7%[46.1 µM]	?	12%[38.3 µM]	2%	0%	3%
CC(C)(C)C(=O)c1sc2nc(-c3cccs3)cc(C(F)(F)F)c2c1N	11µM*	-12%[46.1 µM]	5%	-24%[38.3 µM]	-2%	10%	5%

# Complete entries, looked up by structure:
# O=[N+]([O-])c1ccc(N2CCN(c3ccccc3O)CC2)c(Cl)c1 is entered as Epigenetic derep: -1.3%; NPSR antag: -27%; Lamin A splicing: 7%; IMPase Li inh: 5%; KinaseGlo FLuc: -7%; aGal spleen mod: 8%; CBFb-RUNX1 inh: 2%
# O=C(NC(=S)Nc1ccccc1F)c1ccc(Br)o1 is entered as Epigenetic derep: 1.1%; NPSR antag: -6%; Lamin A splicing: -8%[46 µM]; IMPase Li inh: 8%; KinaseGlo FLuc: 4%; aGal spleen mod: 4%; CBFb-RUNX1 inh: -11%

# New compounds follow:
Compound	Epigenetic derep	NPSR antag	Lamin A splicing	IMPase Li inh	KinaseGlo FLuc	aGal spleen mod	CBFb-RUNX1 inh
O=C(Cc1cccs1)Nc1ccc(N2CCOCC2)cc1	1.7%	-11%[46.1 µM]	-9%	-5%[38.3 µM]	11%	0%	-7%
O=C(C1COc2ccccc2O1)N1CCOCC1 (centres undefined)	0.8%	4%[46.1 µM]	3%	-12%[38.3 µM]	-2%	1%	-5%
O=C(CN1C(=O)c2ccccc2C1=O)N1CCN(c2ccccc2)CC1	-1.1%	-8%[46.1 µM]	5%	18%[38.3 µM]	-1%	7%	0%
Cc1ccc(C(=O)c2cn(-c3ccc(F)c(Cl)c3)nn2)cc1	1.0%	-5%[46.1 µM]	2%	-7%[38.3 µM]	-4%	-1%	2%
COc1ccc(C2CC(c3ccc(Cl)cc3)n3nc(N)nc3N2)cc1 (centres undefined)	1.7%	-8%[46.1 µM]	-1%	6%[38.3 µM]	-2%	-2%	3%
OCC(O)CN(c1ccccc1)c1ccccc1 (centres undefined)	-0.1%	2%	7%[46 µM]	1%	1%	7%	3%
CC(C)C(Nc1ccc(C(F)(F)F)cc1[N+](=O)[O-])C(=O)O (centres undefined)	2.7%	-4%	2%[46 µM]	-1%	2%	4%	0%
COc1ccccc1C(=O)N1CCN(CCc2ccccc2)CC1	3.9%	3%[46.1 µM]	3%	9%[38.3 µM]	9%	-12%	6%
O=C(COC(=O)CCc1nc2ccccc2s1)Nc1nc(-c2ccccc2)cs1	0.0%	5%	26%	-7%	-4%	1%	8%
CN1CCN(NC(=O)c2cn(-c3ccccc3)nc2-c2cccc(Br)c2)CC1	-1.5%	-10%	?	11%	-2%	7%	-4%
O=C(Nc1ccc(F)cc1)NC1CCN(Cc2nnnn2Cc2ccco2)CC1	-7.6%	-3%[46.1 µM]	-6%	-4%	-1%	-4%	7%
COc1ccccc1NC(=O)CN(C)S(=O)(=O)c1ccc2c(c1)CCC(=O)N2	1.7%	-6%[46.1 µM]	1%	-2%[38.3 µM]	-1%	-5%	0%
OCC1OC(n2cnc3c(=S)nc[nH]c32)C(O)C1O (centres undefined)	4.1%	nt	?	-8%	-1%	4%	nt
Cc1ccc(NC(=O)C2(NC(=O)c3ccccn3)CCCCC2)cc1Br	-1.9%	-4%	?	4%	1%	4%	-2%
Cc1nnc2n1NC(c1ccc(Cl)cc1)C(C(=O)N1CCC(C)CC1)S2 (centres undefined)	-7.2%	-11%[46.1 µM]	-1%	-1%[38.3 µM]	-3%	1%	4%
CCC/C=C(\CCC)C(NS(C)(=O)=O)c1ccccc1 (centres undefined)	-2.3%	nt	nt	-3%	-1%	-7%	12%
Cc1ccccc1CN1C(=O)Nc2ccccc2C(=O)N1C(C)(C)C	-0.9%	-2%[46.1 µM]	1%	22%[38.3 µM]	16%	0%	1%
Cc1ccc(C)c(/C(O)=C2/C(=O)C(=O)N(CCN3CCOCC3)C2c2ccco2)c1 (centres undefined)	0.5%	-13%[46.1 µM]	10%	-14%[38.3 µM]	0%	10%	2%
CC(C)CNC(=O)NC1(C(F)(F)F)Oc2ccccc2O1	-1.1%	-2%	14%[9.22 µM]	-1%	-4%	-2%	-3%
Cc1c(Cl)c([N+](=O)[O-])nn1CC(=O)Nc1c(C)n(C)n(-c2ccccc2)c1=O	-2.2%	-1%[46.1 µM]	9%	10%[38.3 µM]	0%	1%	0%
Cc1cccc(-c2nsc(SCC(=O)NCc3ccco3)n2)c1	-2.2%	-7%[46.1 µM]	?	-19%[38.3 µM]	-6%	-6%	1%
C=CCn1c(N)cc(=O)nc1SCC(=O)Nc1ccc2ccccc2c1	-1.0%	6%	2%	9%	4%	-7%	1%
O=C(Nc1cccc(Cl)c1Cl)c1cc(S(=O)(=O)NCCc2ccccc2)ccc1F	7.2%&1.9%	-12%	-4%[46 µM]	4%	0%	2%	1%
COc1ccc(CNC(=O)c2cccnc2Sc2ccc(Cl)cc2)cc1	0.0%	-4%[46.1 µM]	-13%	-6%	2%	1%	6%
O=C(Nc1cccc(-c2nc3ccccc3s2)c1)C1=COCCO1	-3.0%	6%	-7%	2%	-2%	-2%	-6%
CCc1cccc(CC)c1NC(=S)Nc1ccc2cn[nH]c2c1	1.1%	-4%	nt	nt	nt	1%	3%
